Screening results (PubChem)
UPR XBP1 act – activators of adaptive XBP1 UPR arm, primary screen, cell-based, CHO-XBP1 luciferase reporter, luminescence, uHTS; AID 463104, 2010; activation, % at 20 µM; IRE1-XBP1 UPR activation; percent of tunicamycin response, DMSO as zero; 330,000 tested, 0.33% active;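 active means versus positive control, 20 µM dose yields 30% or more activation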;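 further: 100% = tunicamycin at 10 µg/mL and 0% = DMSO only wells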
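Material: CHO-XBP1 cells stably carrying IRE1-XBP1-driven luciferase reporter / Amount: 1000 cells per well / Compound: 20 µM, 1% DMSO / Times: 6 h treatment, 37 °C / Detection: luciferase luminescence / Measure: % activation of reporter signal versus tunicamycin and DMSO controls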
Mdm2 MdmX PPI – inhibitors of human Mdm2-MdmX association, primary screen, cell-based, luminescence, split luciferase, SaOS-2, uHTS | inhibition, % at 8 µM | AID 485346, 2010 | 330,000 tested, 3% active | Protein Mdm4 (Homo sapiens) + E3 ubiquitin-protein ligase Mdm2 (Homo sapiens), … | SaOS-2 split-luciferase Mdm2/MdmX complementation;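 active means inhibition of at least 50% at 8 µM in the primary screen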
Target sequence (O15151 whole entry, looked up): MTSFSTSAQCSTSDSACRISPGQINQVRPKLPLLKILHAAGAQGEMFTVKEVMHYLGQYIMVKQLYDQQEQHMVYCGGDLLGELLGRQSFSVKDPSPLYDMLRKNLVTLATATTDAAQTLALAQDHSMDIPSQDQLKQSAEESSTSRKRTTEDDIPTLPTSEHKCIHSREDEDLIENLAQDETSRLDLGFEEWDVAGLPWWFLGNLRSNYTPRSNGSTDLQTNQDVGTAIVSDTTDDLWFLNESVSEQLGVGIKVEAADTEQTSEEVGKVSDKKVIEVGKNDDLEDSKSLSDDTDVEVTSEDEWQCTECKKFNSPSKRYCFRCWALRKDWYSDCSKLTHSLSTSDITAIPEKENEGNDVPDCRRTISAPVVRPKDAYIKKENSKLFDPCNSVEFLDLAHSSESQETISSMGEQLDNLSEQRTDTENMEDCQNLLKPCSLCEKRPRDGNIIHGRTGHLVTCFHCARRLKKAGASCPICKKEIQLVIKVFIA
Target sequence (Q00987 whole entry, looked up): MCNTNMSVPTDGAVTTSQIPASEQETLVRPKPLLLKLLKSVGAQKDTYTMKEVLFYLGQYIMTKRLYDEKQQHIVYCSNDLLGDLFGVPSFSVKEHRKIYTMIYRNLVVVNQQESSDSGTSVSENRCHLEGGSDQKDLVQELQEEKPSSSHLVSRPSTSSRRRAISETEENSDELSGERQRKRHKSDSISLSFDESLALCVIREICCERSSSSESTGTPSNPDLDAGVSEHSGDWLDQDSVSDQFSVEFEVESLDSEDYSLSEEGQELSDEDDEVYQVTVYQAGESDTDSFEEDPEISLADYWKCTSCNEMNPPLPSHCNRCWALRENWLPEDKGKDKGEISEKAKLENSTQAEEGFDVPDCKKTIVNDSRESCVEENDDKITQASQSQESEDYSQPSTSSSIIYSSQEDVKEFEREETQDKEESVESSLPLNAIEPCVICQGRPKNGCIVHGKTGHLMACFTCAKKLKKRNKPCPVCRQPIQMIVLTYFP
APJ ag – agonists of human apelin receptor APJ, primary screen, CHO-K1 cells, PathHunter beta-arrestin, luminescence | P35414 | 0% DMSO wells, 100% apelin | activation, % at 20 µM | 330,000 tested, 0.11% active;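 active means activation more than six SD over the plate average, tested at 20 µM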;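 further: 0% = DMSO alone and 100% = apelin-13 at 10 nM; some results filed as inactive read as strong as hits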
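Incubation: overnight seeding, 90 min compound at 25 °C, 1 h detection; test system: PathHunter CHO-K1 APJ (AGTRL-1) beta-arrestin reporter cells; amount: 1000 cells/well; doses: one dose, 20 µM compound, 1% DMSO; measured by: beta-gal luminescence; measure: agonist-driven arrestin binding to APJ; benchmarks: negative DMSO alone, positive Apelin-13 at 10 nM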
APJ antagonist – antagonists of human apelin receptor APJ, primary screen, CHO-K1 cells, beta-arrestin complementation, luminescence. P35414. inhibition, % at 20 µM. 330,000 tested, 0.32% active. AID 2521, 2010;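 active means inhibition above about 40% at 20 µM, limit read from the data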;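 further: cells challenged with 10 nM apelin-13 agonist together with compound; plate controls were apelin-13 plus DMSO wells for no effect and DMSO wells lacking apelin-13 for full effect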
697 NFkB inh – inhibitors of PMA/ionomycin-induced NF-kB reporter, 697 cells, primary screen, B-cell NF-kB inhibitor project, cell-based, luminescence, uHTS | 697 B-cell NF-kB luciferase reporter, 16 h | inhibition, % at 4 µM | 330,000 tested, 0.33% active | AID 435022, 2010; in the data active means inhibition above about 35%
CHOP UPR activ – activators of apoptotic CHOP UPR arm, primary screen, cell-based, CHO-CHOP luciferase reporter, luminescence, uHTS | UPR activation; percent of tunicamycin response over DMSO baseline | activation, % at 10 µM | 330,000 tested, 0.34% active;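 active means at 10 µM dose, activation of 40% or more, normalized to positive control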;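 further: 100% = tunicamycin at 10 µg/mL and 0% = DMSO alone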
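System: CHO-CHOP luciferase reporter cell line | Buffer or medium: F12 medium containing 10% fetal bovine serum | Doses: One dose, 10 µM in 0.5% DMSO | Times: 6 h compound exposure at 37 °C after overnight seeding | Signal: Luciferase luminescence | Read-out: % activation vs tunicamycin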
Jurkat NFkB inh – inhibitors of induced NF-kB luciferase reporter, primary screen, TCR NF-kB activation inhibitor project, cell-based, luminescence, uHTS; inhibition, % at 4 µM; Jurkat, PMA/ionomycin-induced NF-kB luciferase reporter; 330,000 tested, 0.53% active; in the data active means inhibition above about 50%
tim23-1 inh – growth inhibitors of tim23-1 mutant yeast, primary screen, luminescence, uHTS | 330,000 tested, 1.3% active | AID 463212, 2010 | inhibition, % at 20 µM | S. cerevisiae tim23-1 growth, BacTiter-Glo luminescence, 24 h;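 active means growth inhibition of the mutant yeast at or above 50%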;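 further: temperature-sensitive mutant grown at 25 °C; plate controls were DMSO-treated mutant yeast for no effect and medium wells lacking yeast for full effect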
Active calls of the source: *.

no.	SMILES	UPR XBP1 act	Mdm2 MdmX PPI	APJ ag	APJ antagonist	697 NFkB inh	CHOP UPR activ	Jurkat NFkB inh	tim23-1 inh
1	CN1N=C2c3ccccc3CCCC2C1c1ccc(F)cc1 (configuration not stated)	0.2	8.3	-4.4	3.2	-68.2	5.0	-22.3	16.1
2	COC(=O)c1ccc(CN2C(=O)C(C)N(C(=O)c3c(F)cccc3F)c3ccccc32)cc1 (configuration not stated)	-3.5	7.4	-0.6	-7.1	4.6	-0.5	5.6	39.8
3	O=C(COc1ccc(C(=S)N2CCOCC2)cc1)N1CCOCC1	-2.3	-1.1	0.0	3.8	5.6	0.9	4.6	2.5
4	CCn1c(SCC(=O)N2CC(=O)Nc3ccccc32)nnc1-c1ccoc1C	-0.7	-30.0	0.4	8.1	-4.2	6.5	-9.2	-2.0
5	COC(=O)[C@@]12CCCCN1[C@H](c1ccc(-c3ccc(C(C)=O)cc3)cc1)[C@H]1C(=O)N(C)C(=O)[C@H]12	3.1	21.3	-1.7	-6.4	-12.6	4.5	-12.7	12.7
6	COc1cccc2c1-c1c(C(=O)O)cccc1C2=O	-0.3	-2.1	-0.6	6.9	1.3	-0.2	-3.4	-4.8
7	Cc1ccc(CNC(=O)C2CC(=O)N(C3CCCCCC3)C2)cc1 (configuration not stated)	-1.6	23.1	-5.0	-11.4	-0.3	-0.7	-8.1	9.0
8	CC(C)N(Cc1ccccc1)C(=O)CN1C(=O)COc2ccc(S(=O)(=O)NC3CCCC3)cc21	-3.4	15.3	-7.2	11.7	-16.6	0.2	0.4	4.8
9	CCCCn1nc(C(=O)Nc2cc(S(=O)(=O)N(C)C)ccc2C)c2ccccc2c1=O	-1.4	1.0	-3.0	-0.7	-16.3	1.0	-15.4	-23.0
10	CCCCNC(=O)c1cc2c(C)cc(C)cc2[nH]1	2.8	-2.2	0.3	-3.3	7.9	1.2	-17.8	-2.7
11	CC(C)n1cc(CN2CCN(C)C(CCO)C2)c2ccccc21 (configuration not stated)	-3.0	-0.3	0.4	-1.1	0.0	-2.3	-4.1	5.9
12	COc1ccc(-c2cc(=O)oc3cc(OC(=O)C4CCCCC4)ccc23)cc1	3.6	30.0	-5.2	4.5	12.9	-2.1	3.4	25.5
13	NS(=O)(=O)c1cccc(NC(=O)COC(=O)CCc2ccccc2)c1	5.3	30.1	1.8	27.5	-13.1	0.8	-12.5	4.1
14	COc1ccc(/C=C/C(=O)NCCCN2CCCC2)cc1	-0.8	-34.4	-1.6	8.7	-3.0	0.9	6.8	1.3
15	CCc1cccc2c(C=C(C#N)C#N)cn(CC(=O)N3CCCCCC3)c12	-3.1	11.2	-1.3	-15.2	9.7	0.6	-29.7	-2.7
16	N#CC1(NC(=O)COc2ccc(S(=O)(=O)N3CCCC3)cc2[N+](=O)[O-])CCCCC1	0.0	16.7	-4.9	4.8	18.7	0.1	4.5	-8.9
17	O=c1c2c3c(sc2ncn1/N=C/c1ccc([N+](=O)[O-])o1)CCCC3	-8.6	57.6*	-1.8	-36.2	-49.6	213.4*	34.5	-79.3
18	Cc1cc(C)c(S(=O)(=O)N2CCCOC2CNC(=O)C(=O)NCCc2c[nH]c3ccccc23)c(C)c1 (configuration not stated)	-1.9	1.8	0.5	13.9	-5.7	1.5	7.6	18.4
19	CCc1nnc(NS(=O)(=O)c2ccc(NC(=S)NC(=O)/C=C/c3ccc(F)cc3)cc2)s1	-1.0	-16.3	-1.5	7.4	-10.3	2.1	5.0	-31.7
20	COC(=O)c1ccc(C23CC4(C2)[C@H](CN(CC2CCCCC2)[C@@H]4c2ccccc2)C3c2ccc(C(F)(F)F)cc2)cc1 (some centres not stated)	-3.5	19.9	-4.3	5.8	2.6	-0.3	-11.1	8.6
21	CN1C(=O)[C@H]2[C@@H](C3CC3)N3C(=O)CN(Cc4ccc(-c5ccccc5)cc4)C(=O)[C@@]3(C)[C@H]2C1=O	1.6	21.8	-0.4	-6.0	9.8	-0.2	12.5	5.9
22	O=C(Cn1c(=O)oc2cc(S(=O)(=O)N3CCc4ccccc43)ccc21)N1CCCCC1	-7.4	16.2	4.2	-1.5	-1.3	2.1	15.2	2.8
23	Cc1c(N=NC2=C(O)CCCC2=O)c(=O)n(-c2ccccc2)n1C	-2.0	9.8	-2.6	12.4	20.2	-2.3	2.2	-4.3
24	Cc1ccc(S(=O)(=O)N2CCOCC2)cc1NC(=O)CSc1nnc(NC2CC2)s1	-4.6	27.0	-2.8	-0.4	2.2	-3.4	-9.0	-5.2
25	O=C(COC(=O)c1cc[n+]([O-])cc1)Nc1ccc(Cl)c(C(F)(F)F)c1	0.4	-3.9	-1.7	-5.1	-7.3	1.2	-25.8	5.1

Three entries already listed, arranged by molar mass, largest number first.
no.	SMILES	UPR XBP1 act	Mdm2 MdmX PPI	APJ ag	APJ antagonist	697 NFkB inh	CHOP UPR activ	Jurkat NFkB inh	tim23-1 inh
18	Cc1cc(C)c(S(=O)(=O)N2CCCOC2CNC(=O)C(=O)NCCc2c[nH]c3ccccc23)c(C)c1 (configuration not stated)	-1.9	1.8	0.5	13.9	-5.7	1.5	7.6	18.4
19	CCc1nnc(NS(=O)(=O)c2ccc(NC(=S)NC(=O)/C=C/c3ccc(F)cc3)cc2)s1	-1.0	-16.3	-1.5	7.4	-10.3	2.1	5.0	-31.7
17	O=c1c2c3c(sc2ncn1/N=C/c1ccc([N+](=O)[O-])o1)CCCC3	-8.6	57.6*	-1.8	-36.2	-49.6	213.4*	34.5	-79.3

Filtered by structure: those above with an NH in an aromatic ring.
no.	SMILES	UPR XBP1 act	Mdm2 MdmX PPI	APJ ag	APJ antagonist	697 NFkB inh	CHOP UPR activ	Jurkat NFkB inh	tim23-1 inh
10	CCCCNC(=O)c1cc2c(C)cc(C)cc2[nH]1	2.8	-2.2	0.3	-3.3	7.9	1.2	-17.8	-2.7
18	Cc1cc(C)c(S(=O)(=O)N2CCCOC2CNC(=O)C(=O)NCCc2c[nH]c3ccccc23)c(C)c1 (configuration not stated)	-1.9	1.8	0.5	13.9	-5.7	1.5	7.6	18.4

New compounds follow.
no.	SMILES	UPR XBP1 act	Mdm2 MdmX PPI	APJ ag	APJ antagonist	697 NFkB inh	CHOP UPR activ	Jurkat NFkB inh	tim23-1 inh
26	COc1ccc(N2CCN(S(=O)(=O)c3cccc4cccnc34)CC2)cc1	-4.8	-2.0	-2.1	10.1	15.7	-0.7	-1.9	36.0
27	COC(=O)c1ccc(C)c(NC(=O)CSc2nc3[nH]c(=O)cc(O)c3s2)c1	-2.2	-10.7	-1.0	-32.6	-3.5	0.3	6.6	19.4
28	COc1cccc(C(=O)NCc2cccnc2)c1	2.9	7.9	-1.5	21.2	10.5	-1.9	-4.1	5.9
29	COc1ccc2c(c1)[C@H]1[C@H](CO2)[C@H](c2ccccc2)[C@]2(C)C(=O)N[C@@H](C)C(=O)N12	-1.0	24.8	-8.9	42.2*	15.6	0.0	8.3	4.8
30	COc1ccccc1-c1nnc(SCC(=O)NC2CCS(=O)(=O)C2)n1N (configuration not stated)	-1.8	19.4	0.5	-18.1	3.8	-1.0	-5.3	-12.0
31	CCn1c2ccccc2c2cc(NC(=O)C/C(C)=N/NC(=O)c3ccccc3N)ccc21	-1.5	8.6	-2.1	-7.2	3.1	-0.6	-13.7	24.3
32	COC(=O)c1cc(NC(=O)c2cc(-c3ccc(OC)cc3)oc2C(F)(F)F)ccc1N1CCOCC1	4.2	7.3	-2.6	-3.0	2.7	1.4	-7.4	-1.2
33	COc1ccc(OC)c(NC(=O)CSc2nnc(-c3ccco3)o2)c1	-2.8	19.9	-1.7	5.6	-11.6	0.8	-3.5	-6.2
34	CCOc1ccc(NC(=S)NC(=O)/C=C/c2ccc(Br)cc2)c([N+](=O)[O-])c1	17.5	-15.1	-0.6	-22.3	-18.7	14.2	-7.4	-0.4
35	O=C(CN1CCCCCC1)NCCN1C(=O)S/C(=C\c2ccccc2Cl)C1=O	4.2	3.2	-2.6	12.0	4.4	-2.0	5.7	19.1
36	Cc1nc2ccccc2c(=O)n1CC(=O)N1CCOCC1	-0.6	-0.3	-2.7	3.3	21.6	0.0	2.5	4.5
37	Nc1cc(C(=O)OCC(=O)Nc2ccc(N3CCOCC3)cc2)ccc1Cl	-2.0	17.3	-0.1	-0.4	4.8	0.8	12.4	12.4
38	CCC(Oc1ccccc1C)C(=O)Nc1ccc(S(=O)(=O)Nc2cc(C)on2)cc1 (configuration not stated)	-1.9	7.1	2.1	13.2	20.3	1.3	12.1	-0.8
39	COc1ccc([N+](=O)[O-])cc1NC(=S)NC(=O)C(C)(C)C	-0.7	-25.2	-0.9	-4.4	5.6	1.5	6.3	-4.0
40	Oc1ccccc1N=Cc1sc2ccccc2c1Cl	2.8	33.4	3.8	-27.6	13.2	9.9	3.3	11.3
41	Cc1ccc(S(=O)(=O)CCc2nnc(NC(=O)CCl)s2)cc1C	0.8	74.8*	-3.2	-22.8	22.5	5.0	-1.7	10.3
42	COc1ccc2cc(C(=O)N3CCC(Cc4ccccc4)CC3)[nH]c2c1	4.3	-6.6	-1.3	-2.0	-86.0	4.5	-41.0	9.7
43	CCCN(CCC)C(C)C(=O)NCC1(c2ccccc2)CCCC1 (configuration not stated)	-3.2	8.7	-0.4	-11.3	13.6	1.1	1.3	20.6
44	CCOC(=O)C1CCCN(CCC(C)c2ccccc2)C1 (configuration not stated)	0.9	-3.9	1.8	11.6	-2.4	-0.6	-12.8	23.7
45	COc1ccc(NC(=O)Nc2cccc3ccccc23)cc1OC	-4.0	28.9	6.9	5.1	-21.4	-0.4	-8.1	11.6
46	NC(=O)Cn1nc([N+](=O)[O-])nc1Oc1ccccc1C(=O)N1CCOCC1	-3.0	4.7	1.2	-25.1	11.5	0.8	1.4	3.0
47	Cc1ccccc1N(CC(=O)NCC1CCCO1)C(=O)CCC(=O)Nc1nccs1 (configuration not stated)	-5.5	-0.2	-1.5	-13.0	4.8	-0.1	12.0	7.6
48	O=C(Nc1ccccc1C(=O)NCc1ccco1)Nc1cccc2ccccc12	-3.3	36.2	-1.6	0.3	1.2	0.5	8.1	15.8
49	CN(Cc1ccc(F)cc1)C(=O)c1sccc1-c1ccccc1	-5.2	14.9	3.4	22.3	7.1	0.3	-3.3	-8.5
